Bioassay records as filed in PubChem BioAssay.
Bcl-2 Bim block – disrupts Bim peptide binding to human Bcl-2; hit rate 0.06% among 190,000; P10415; Bead-based flow cytometry, Bim peptide-Bcl-2 binding; inhibition, % at 10 µM; in the data active means inhibition above about 40%; inconclusive means no clear call, values can overlap the other calls;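 further: 0% = no compound wells with probe peptide and 100% = reference peptide inhibitor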
Bim-Bfl-1 – inhibitors of Bim-Bfl-1 interaction, human | Q16548 | inhibition, % at 10 µM | Bead-based flow cytometry, Bim-Bfl-1 binding inhibition | hit rate 0.12% among 190,000;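 further: 0% = wells without compound plus tracer and 100% = blocker peptide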
GSH fluor – compound fluoresces at 488/530 nm on GSH beads; GSH beads flow cytometry, compound fluorescence 488/530 nm; active compounds read high; fluorescence (KMESF) at 10 µM; hit rate 0.25% among 190,000; AID 1776; in the data active means fluorescence above about 89;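 further: glutathione beads carrying GST-tagged Bcl family fusion proteins plus one bare bead set; values are compound well signal with DMSO vehicle wells as background; inactives centre near 16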
Bim-Bcl-W – disrupts Bim peptide binding to human Bcl-W. bead-based flow cytometry. inhibition, % at 10 µM. hit rate 0.02% among 190,000. AID 952;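 further: 0% = bound tracer without compound and 100% = peptide blocker; higher means less fluorescent Bim peptide bound to Bcl-W beads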
Bcl-B Bim block – inhibitors of Bim-Bcl-B interaction, human | hit rate 0.073% among 190,000 | AID 951 | Q9HD36 | inhibition, % at 10 µM | bead-based flow cytometry, Bim peptide-Bcl-B binding;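 further: 0% = tracer peptide without compound and 100% = reference inhibitor peptide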
Target sequence (Q9HD36 whole entry, looked up): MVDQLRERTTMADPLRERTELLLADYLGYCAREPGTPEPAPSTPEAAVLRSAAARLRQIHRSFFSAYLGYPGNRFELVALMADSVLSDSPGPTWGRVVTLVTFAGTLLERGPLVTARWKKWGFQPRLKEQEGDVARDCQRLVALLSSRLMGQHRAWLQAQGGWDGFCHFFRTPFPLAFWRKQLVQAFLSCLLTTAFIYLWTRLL
Bcl-XL Bim block – inhibitors of Bim-Bcl-XL interaction, human; Q07817; inhibition, % at 10 µM; Bim peptide-Bcl-XL binding, bead flow cytometry, fluorescence; hit rate 0.04% among 190,000
Target sequence (Q07817 whole entry, looked up): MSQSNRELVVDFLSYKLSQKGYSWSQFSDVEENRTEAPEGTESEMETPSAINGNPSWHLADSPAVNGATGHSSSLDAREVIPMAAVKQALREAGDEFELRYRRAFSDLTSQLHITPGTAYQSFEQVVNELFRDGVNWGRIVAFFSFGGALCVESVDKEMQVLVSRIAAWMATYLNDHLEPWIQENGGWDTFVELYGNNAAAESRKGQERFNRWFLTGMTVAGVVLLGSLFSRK
ABCG2 block – blocks JC-1 efflux by human ABCG2 transporter. AID 1325. hit rate 0.1% among 190,000. IgMXP3 cells, flow cytometry. Q9UNQ0. inhibition, % at 6.6 µM;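 active means inhibition above 80%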;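 further: 0% = DMSO and 100% = nicardipine control wells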
Target sequence (Q9UNQ0 whole entry, looked up): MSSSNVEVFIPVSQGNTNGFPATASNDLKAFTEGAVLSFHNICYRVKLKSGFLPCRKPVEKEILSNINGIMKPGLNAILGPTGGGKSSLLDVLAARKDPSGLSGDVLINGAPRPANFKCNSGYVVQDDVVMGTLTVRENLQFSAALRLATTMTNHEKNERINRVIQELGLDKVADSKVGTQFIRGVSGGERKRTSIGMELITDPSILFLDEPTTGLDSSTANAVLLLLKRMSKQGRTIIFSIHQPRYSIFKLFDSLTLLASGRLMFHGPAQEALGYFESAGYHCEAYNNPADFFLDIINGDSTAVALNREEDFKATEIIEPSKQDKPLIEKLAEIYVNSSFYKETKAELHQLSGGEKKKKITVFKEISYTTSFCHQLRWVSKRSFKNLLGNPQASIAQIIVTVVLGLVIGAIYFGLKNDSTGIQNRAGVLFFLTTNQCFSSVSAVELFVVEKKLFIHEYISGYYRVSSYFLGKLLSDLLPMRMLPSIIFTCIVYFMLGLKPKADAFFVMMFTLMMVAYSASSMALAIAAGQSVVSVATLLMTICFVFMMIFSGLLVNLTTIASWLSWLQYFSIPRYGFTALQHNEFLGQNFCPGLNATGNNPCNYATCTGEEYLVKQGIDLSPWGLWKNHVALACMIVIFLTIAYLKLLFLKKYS
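Assay system – ABCG2 IgMXP3 and barcoded ABCB1 CCRF-Adr cell mix · Input – 3 million cells/mL in well · Reagent – JC-1 fluorescent substrate · Compound – single test compound dose, 6.6 µM final · Timing – 10 min exposure at 25 °C with rotation, no wash · Detection – flow cytometry of retained JC-1 fluorescence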
Avidin bead fluor – avidin bead compound fluorescence profile | Avidin beads, compound fluorescence 488/530 nm, flow cytometry; active compounds read high | fluorescence (KMESF) at 10 µM | hit rate 0.38% among 220,000 | AID 1775; in the data active means fluorescence above about 47; further: inactives centre near 10
RGS7-Gao – human RGS7-Galphao interaction regulation. AID 1439. P09471. binding response (% of control), % at 10 µM. hit rate 0.35% among 220,000. Multiplexed bead flow cytometry, RGS7-Galphao binding; actives lie on both sides; in the data active means binding response below about 49% or above about 150%; inconclusive means no clear call, values can overlap the other calls; inactive means in between;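 further: fluorescent Galphao held in activated GDP-AlF4 state binding bead-coupled RGS7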
RGS4-Gao reg – human RGS4-Galphao interaction regulation; P09471; Multiplexed bead flow cytometry, RGS4-Galphao binding; actives lie on both sides; binding response (% of control), % at 10 µM; hit rate 0.33% among 220,000; in the data active means binding response below about 49% or above about 150%; inactive means in between;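 further: fluorescent Galphao activated with aluminum fluoride binding bead-coupled RGS4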
ABCB1 inh – inhibitors of human ABCB1 transporter, ABCG2 counter-screen | P08183 | CCRF-Adr cells, JC-1 efflux, flow cytometry | inhibition, % at 6.6 µM | hit rate 0.067% among 190,000 | AID 1326; in the data active means inhibition above about 40%;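 further: 0% = vehicle and 100% = reference inhibitor; higher value means more JC-1 retained so stronger ABCB1 efflux block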
The depositor's hits bear a star; ? = inconclusive; & = joins results of further samples. Unless noted, no stated cut-off is given here; in the data, active means inhibition above about 40%.

Values run as follows: Bcl-2 Bim block | Bim-Bfl-1 | GSH fluor | Bim-Bcl-W | Bcl-B Bim block | Bcl-XL Bim block | ABCG2 block | Avidin bead fluor | RGS7-Gao | RGS4-Gao reg | ABCB1 inh
- CCN(CC)CCN1C(=O)C2C3c4ccccc4C(c4ccccc43)C2C1=O (stereo unspecified)
    -14 | -17 | 25 | -3 | -10 | -5 | 8 | 11 | 100 | 102 | 1.1
- CC(C)(C)C1=CC(=O)C(=O)C(C(C)(C)C)=C1
    18 | 56* | 6 | 9 | 2 | 0 | 10 | 4 | 98 | 98 | 0.7
- CCN(CC)S(=O)(=O)c1cccc(NC(=O)COc2ccc(F)cc2Br)c1
    3 | -4 | 20 | 0 | 0 | -1 | 16 | 6 | 101 | 97 | 0.9
- Cc1ccc(NC(=O)CC(=O)Nc2ccc(C)cc2)cc1
    -5 | -7 | 15 | -3 | -6 | -3 | 0 | 11 | 99 | 102 | 0.1
- N#CCCn1c(SCC(=O)c2c[nH]c3ccccc23)nc2ccccc21
    -6 | -5 | 44 | -2 | -20 | 0 | 3 | 8 | 93 | 92 | 0.6
- Fc1ccc(-c2nnc(-c3ccc(Cl)cc3Cl)o2)cc1
    -7 | -10 | 16 | -8 | -12 | -11 | 2 | 23 | 97 | 100 | 0.0
- N#CCCN(C(=O)c1ccco1)c1ccccc1
    -11 | -18 | 21 | 0 | -9 | -4 | 15 | 33 | 104 | 100 | 1.8
- COC(=O)c1ccc(/C=N/NC(=O)C(=O)NCc2ccccc2)cc1
    -1 | -2 | 13 | -4 | -12 | -4 | 3 | 26 | 123 | 123 | 0.8
- C/C(=N\OCC(=O)N/N=C/c1ccc(C)cc1O)c1cccs1
    -1 | 0 | 10 | 2 | 1 | 0 | 4 | 5 | 107 | 104 | 0.4
- CCN1CCCC1CNC(=O)c1cc2c(-c3cccc(OC)c3)nn(C)c2s1 (stereo unspecified)
    0 | 0 | 35 | -2 | -1 | 0 | 19 | 8 | 107 | 110 | 0.6
- CC(=O)NCC(=O)OC(C(=O)c1ccccc1)c1ccc(Cl)cc1 (stereo unspecified)
    1 | 0 | 10 | -4 | -2 | -2 | 7 | 4 | 96 | 101 | 0.6
- O=C(NC(=S)Nc1nc(-c2ccc(Br)cc2)cs1)c1cccnc1
    -3 | -1 | 14 | -1 | -2 | -3 | 3 | 16 | 97 | 93 | 0.2
- Cc1cc(C)c(S(=O)(=O)N(C)Cc2cnn(C)c2)c(C)c1
    2 | 0 | 21 | 0 | 0 | 0 | 1 | 16 | 107 | 99 | 0.5
- Clc1ccc2nc(N3CCNCC3)nc(-c3ccccc3)c2c1
    3 | 2 | 34 | 2 | -3 | 0 | 7 | 7 | 108 | 105 | 0.6
- CCOc1cc(C(=O)Nc2cccc(C(C)=O)c2)ccc1OCC(=O)N1CCCCC1
    0 | -5 | 6 | -1 | -2 | 1 | 4 | 26 | 98 | 100 | 0.5
- Nc1c(C(=O)NCc2ccccc2)nnn1Cc1ccc(F)cc1
    -8 | -13 | 15 | -3 | -11 | -13 | 3 | 26 | 108 | 103 | -0.1
- COc1cc(S(=O)(=O)NC2CCCCC2)ccc1F
    -10 | -7 | 13 | 2 | -6 | -5 | 2 | 9 | 105 | 101 | 0.4
- CC(=O)Nc1ccccc1OCC(=O)NC(C)c1ccc(F)cc1 (stereo unspecified)
    -6 | -2 | 12 | -4 | -9 | -6 | 8 | 11 | 101 | 99 | 0.7
- Cc1[nH]nc(SCC(=O)Nc2cccc(O)c2)c1[N+](=O)[O-]
    -1 | -2 | 15 | 0 | -9 | -1 | -3 | 28 | ? | 106 | -1.1
- COc1ccc(CC(=O)N2CCN(c3ccccn3)CC2)cc1OC
    -10 | -5 | 13 | -3 | -6 | -2 | 0 | 22 | 97 | 96 | 0.0
- O=C(NNC1CC(=O)N(c2ccc(Cl)cc2)C1=O)c1ccco1 (stereo unspecified)
    -1 | -6 | 13 | 0 | -5 | -1 | 1 | 13 | ? | 98 | -0.1
- Cc1nnc(SCC(=O)N2N=C(c3ccc(Cl)cc3)CC2c2ccco2)[nH]c1=O (stereo unspecified)
    1 | 0 | 11 | 0 | 0 | 0 | -1 | 6 | 103 | 104 | -0.2
- COC(=O)Cn1cc(/C=C/[N+](=O)[O-])c2ccccc21
    0 | 4 | 21 | -2 | -9 | -2 | 0 | 9 | 102 | 100 | -0.2
- CC(=O)C(Sc1ccc2nnc(-c3ccc(C)cc3)n2n1)C(C)=O
    -8 | -10 | 16 | -3 | -9 | -9 | 3 | 7 | 99 | 101 | 0.6
- COCCCNC(=O)/C(C#N)=C/c1cc(C)[nH]c1C
    1 | -3 | 25 | 3 | -2 | 0 | 4 | 13 | 101 | 100 | 0.5
- COc1cc(C(=O)OCC(=O)NCc2ccc(F)cc2)cc(NC(=O)c2cccs2)c1OC
    -11 | -14 | 9 | 0 | -3 | -1 | 6 | 11 | 98 | 99 | 1.1
- COCc1cc(Sc2ccc(Cl)cc2)nc(-c2ccccc2)n1
    -7 | -5 | 13 | -5 | 0 | -4 | 0 | 34 | 99 | 101 | 0.0
- Cc1cc(C)cc(NCCC#N)c1
    -7 | -7 | 16 | -3 | -10 | -8 | 0 | 8&6 | ? | 100&93 | 0.1
- O=C(Nc1ccc(N2CCOCC2)cc1)Nc1ccc2nc(-c3ccco3)c(-c3ccco3)nc2c1
    5 | 29 | 21 | 14 | 0 | 6 | -1 | 4 | 92 | 95 | -0.4
- COCCCN=C1NN=C(c2cc(C)n(Cc3ccco3)c2C)CS1
    -11 | -13 | 9 | -3 | -6 | -5 | -2 | 8 | 108 | 104 | 3.8
- O=C(/C=C/c1ccc(Cl)cc1)N1CCN(c2ccc(Cl)cc2[N+](=O)[O-])CC1
    0 | 1 | 13 | 0 | 1 | 0 | 2 | 15 | 102 | 100 | 0.2
- c1ccc(N=P(c2nc3ccccc3o2)(N2CCOCC2)N2CCOCC2)cc1
    -4 | -4 | 25 | 0 | -3 | -1 | 2 | 10 | 89 | 83 | 0.1
- O=C(c1ccccc1Cl)N1CCCC(c2nc3c(nnn3Cc3ccccc3)c(=O)[nH]2)C1 (stereo unspecified)
    -9 | -11 | 39 | 0 | -7 | 2 | 1 | 8 | 98 | 98 | 0.2
- Cc1nc(N)sc1-c1csc(Nc2ccc(Cl)cn2)n1
    -6 | -19 | 20 | -2 | -9 | -5 | 11 | 27 | 96 | 98 | -0.4
- CCOC(=O)C1CCN(S(=O)(=O)c2ccc(Br)c(OCC)c2)CC1
    -7 | -14 | 36 | 0 | -6 | -4 | 4 | 17 | 100 | 102 | 2.6
- COc1ccc(NC(=O)CS(=O)CC(=O)NC2CCCc3ccccc32)cc1 (stereo unspecified)
    -2 | -5 | 66 | -1 | -3 | -1 | 1 | 13 | 101 | 102 | 0.4
- O=C(/C=C/c1ccc[nH]1)c1ccc(F)cc1
    1 | 0 | 10 | 4 | -3 | 0 | 1 | 15 | 103 | 103 | -0.3
- CCCCC(CCC(=O)NNC(=O)Cc1ccccc1)C(=O)O (stereo unspecified)
    3 | 1 | 7 | 1 | 1 | 0 | 0 | 2 | 99 | 98 | -0.2
- Cc1cc(C)cc(Oc2ccccc2C=O)c1
    0 | -1 | 21 | 0 | -5 | 0 | 1 | 15 | 88 | 87 | 0.2
- Cc1c(NS(=O)(=O)c2cccc(C(=O)NCc3ccncc3)c2)c(=O)n(-c2ccccc2)n1C
    -5 | -5 | 12 | 1 | -3 | 0 | 1 | 7 | 97 | 100 | 0.3
- C/C=C/Cn1c(N2CCCCCC2)nc2c1c(=O)[nH]c(=O)n2C
    -12 | -15 | 39 | 1 | -8 | -11 | 8 | 11 | 97 | 98 | -0.3
- CCCCNC(=O)Nc1cc(C)on1
    -8 | -16 | 35 | -1 | -12 | -15 | 12 | 12 | 108 | 109 | 1.1
- CCOC(=O)c1ccc(NC(=O)CSc2nnc(CNc3ccc(OC)cc3)n2C)cc1
    -1 | -5 | 64 | 5 | -3 | -2 | 4 | 7 | 99 | 98 | 0.3
- Cc1ccccc1NC(=O)CN1C(=O)NC(C)(c2ccc3c(c2)OCO3)C1=O (stereo unspecified)
    -4 | -5 | 21 | -5 | -6 | -4 | -1 | 25 | 101 | 100 | 1.4
- Cc1ccc(CSCc2ccc(C(=O)NCCCN3CCOCC3)o2)cc1
    -6 | -6 | 19 | -2 | -5 | -5 | 2 | 10 | 95 | 97 | 0.5
- COc1ccc(-n2c(C)nc3sc4c(c3c2=O)CCCC4)cc1
    -7 | -8 | 15 | -3 | -5 | -5 | 16 | 9 | ? | 100 | 2.1
- CN1CCN(CCCN(Cc2ccco2)C(=S)Nc2ccc(Cl)cc2)CC1
    0 | 0 | 11 | -2 | 1 | -2 | 0 | 12 | ? | 102 | 0.7
- c1ccc(COc2ccc(OCCN3CCCC3)cc2)cc1
    -3 | 0 | 15 | -1 | -5 | -2 | 0 | 5 | 101 | 104 | 0.2
- CCOC(=O)CN/C=C(\C#N)c1ccccc1
    -2 | -2 | 12 | -1 | -3 | -2 | 2 | 6 | 99 | 102 | 0.1
- Cc1ccc(-c2nnc(N(C)C(=O)c3cccnc3)s2)cn1
    3 | 1 | 15 | -2 | 2 | -1 | 3 | 3 | 93 | 96 | 0.2

Later entries
Values run as follows: Bcl-2 Bim block | Bim-Bfl-1 | GSH fluor | Bim-Bcl-W | Bcl-B Bim block | Bcl-XL Bim block | ABCG2 block | Avidin bead fluor | RGS7-Gao | RGS4-Gao reg | ABCB1 inh
- COc1ccc(-n2c(CCC(=O)O)ccc2-c2ccccc2)cc1
    2 | -1 | 14 | -1 | -4 | -2 | 1 | 11 | 99 | 96 | 0.4
- O=C(COC(=O)Cc1ccsc1)NC(c1ccccc1)c1ccccc1
    -6 | -7 | 11 | -1 | -10 | -6 | 0 | 12 | 103 | 104 | -0.1
- CC1(C)Cc2nc3sc4c(=O)[nH]cnc4c3cc2CS1
    -5 | -8 | 39 | 6 | -6 | 3 | 1 | 3 | 102 | 101 | -0.1
- O=C(Cc1ccc(S(=O)(=O)N2CCOCC2)s1)Nc1nc2c(s1)CCCC2
    -4 | -1 | 19 | -1 | -5 | -2 | -1 | 7 | 94 | 97 | -0.3
- CC(C)OC(=O)CN1CCN(C2c3ccccc3-c3ccccc32)CC1
    0 | -8 | 4 | -1 | -6 | -3 | 1 | 11 | 111 | 111 | 0.2
- CCOC(=O)N1CCN(C(=S)NC(=O)c2nn(C)cc2Br)CC1
    0 | -8 | 18 | 2 | -10 | -1 | 1 | 7 | 95 | 102 | 0.3

2 entries from above, set out differently:
Structure | Bcl-2 Bim block | Bim-Bfl-1 | GSH fluor | Bim-Bcl-W | Bcl-B Bim block | Bcl-XL Bim block | ABCG2 block | Avidin bead fluor | RGS7-Gao | RGS4-Gao reg | ABCB1 inh
CC(C)OC(=O)CN1CCN(C2c3ccccc3-c3ccccc32)CC1 | 0 | -8 | 4 | -1 | -6 | -3 | 1 | 11 | 111 | 111 | 0.2
CCOC(=O)N1CCN(C(=S)NC(=O)c2nn(C)cc2Br)CC1 | 0 | -8 | 18 | 2 | -10 | -1 | 1 | 7 | 95 | 102 | 0.3
